NCOA2 inhibitor: human SRC2 (NCOA2) inhibition. Q15596. HEK293 GAL4-SRC2 luciferase reporter, luminescence. inhibition, % at 9 µM. 0.17% of 370,000 active. AID 651957;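 active means inhibition above the mean inhibition of all tested compounds plus 3 SD, set per campaign, cut at about 52% in these data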;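 further: 0% = DMSO treated cells and 100% = cells given Gossypol at 36 µM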
Granule exo inh: lytic granule exocytosis inhibition. TALL-104 LAMP-1 surface exposure, flow cytometry; cells stimulated with thapsigargin and PMA. inhibition, % at 10 µM. 0.66% of 360,000 active;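 active means inhibition above about 55%, limit read from the data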
NR5A2 inv ag: inverse agonists of human LRH-1 (NR5A2); AID 602396; HEK293T StAR-luciferase reporter, LRH-1 transfected, 24 h; 0.13% of 360,000 active; inhibition, % at 3.6 µM;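 active means inhibition above the mean inhibition of all tested compounds plus 3 SD, cut at about 73% in these data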;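 further: 0% = DMSO wells and 100% = reporter-only cells lacking LRH-1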
TWEAK Fn14 block: inhibitors of TWEAK-Fn14 interaction signaling; TWEAK-stimulated Fn14 reporter cells, luciferase luminescence, 8 h; inhibition, % at 10 µM; 2% of 360,000 active; AID 1159606; in the data active means inhibition above about 50%
NOD2-RIPK2 inh: NOD2-RIPK2 protein interaction inhibition; CHO BLA complementation NOD2-RIPK2, CCF4 ratio; 0.38% of 360,000 active; inhibition, % at 4.98 µM; O43353; in the data active means inhibition above about 21%;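 further: 0% = vehicle only and 100% = reference blocker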
Target sequence (O43353 whole entry, looked up): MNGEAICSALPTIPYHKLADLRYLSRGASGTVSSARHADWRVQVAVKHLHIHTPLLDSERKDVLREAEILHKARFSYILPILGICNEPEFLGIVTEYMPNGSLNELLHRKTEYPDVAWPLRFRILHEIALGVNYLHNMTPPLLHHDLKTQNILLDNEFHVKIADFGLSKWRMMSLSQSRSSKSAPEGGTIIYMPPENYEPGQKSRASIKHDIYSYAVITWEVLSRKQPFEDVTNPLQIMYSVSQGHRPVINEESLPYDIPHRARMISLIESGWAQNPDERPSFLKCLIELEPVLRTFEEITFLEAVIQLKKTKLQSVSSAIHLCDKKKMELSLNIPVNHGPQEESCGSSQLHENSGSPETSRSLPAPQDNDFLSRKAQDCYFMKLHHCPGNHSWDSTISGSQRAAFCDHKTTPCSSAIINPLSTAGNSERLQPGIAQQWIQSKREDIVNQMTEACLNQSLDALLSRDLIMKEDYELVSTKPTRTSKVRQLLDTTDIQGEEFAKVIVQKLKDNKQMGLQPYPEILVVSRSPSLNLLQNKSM
ABHD5-PLIN5 inh: ABHD5-PLIN5 protein interaction inhibition. Q00G26+Q8WTS1. Split G. princeps luciferase complementation, luminescence, 4 h. AID 602281. 0.78% of 360,000 active. inhibition, % at 4 µM;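 active means inhibition above the mean inhibition across every tested compound plus 3 SD, cut at about 22% in these data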;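 further: 0% = DMSO only wells and the 100% control is not disclosed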
TLR9-MyD88 inh: TLR9-MyD88 interaction inhibition | Q9NR96+Q99836 | CHO BLA complementation TLR9-MyD88, CCF4 FRET ratio | inhibition, % at 4.98 µM | 0.21% of 340,000 active | AID 504734;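 active means inhibition above the mean over all tested compounds plus 3 SD, cut at about 21% in these data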;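 further: 0% = DMSO only wells and 100% = clavulanate BLA inhibitor control wells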
SRC3 inh: inhibitors of human steroid receptor coactivator 3 (SRC3); Q9Y6Q9; HEK293 GAL4-SRC3 luciferase reporter, luminescence; inhibition, % at 3.6 µM; 0.17% of 360,000 active; AID 588352;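 active means inhibition above a per-campaign cutoff, the mean of all compounds plus 3 SD, cut at about 60% in these data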;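 further: 0% = DMSO-treated cells and 100% = gossypol-treated cells at 36 µM; higher means less SRC3-driven luciferase light from the GAL4 reporter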
COUP-TFII inh: NR2F2 (human) inhibition, primary screen. P24468. HEK293T NGFI-A luciferase reporter, luminescence. inhibition, % at 8.6 µM. 0.7% of 370,000 active;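 active means inhibition above a per-plate cutoff, mean inhibition of test wells between control levels plus 3 SD, cut at about 38% in these data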;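 further: cells cotransfected with COUP-TFII expression vector driving the NGFI-A reporter; 0% = median of COUP-TF2 test wells and 100% = reporter-only cells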
Target sequence (P24468 whole entry, looked up): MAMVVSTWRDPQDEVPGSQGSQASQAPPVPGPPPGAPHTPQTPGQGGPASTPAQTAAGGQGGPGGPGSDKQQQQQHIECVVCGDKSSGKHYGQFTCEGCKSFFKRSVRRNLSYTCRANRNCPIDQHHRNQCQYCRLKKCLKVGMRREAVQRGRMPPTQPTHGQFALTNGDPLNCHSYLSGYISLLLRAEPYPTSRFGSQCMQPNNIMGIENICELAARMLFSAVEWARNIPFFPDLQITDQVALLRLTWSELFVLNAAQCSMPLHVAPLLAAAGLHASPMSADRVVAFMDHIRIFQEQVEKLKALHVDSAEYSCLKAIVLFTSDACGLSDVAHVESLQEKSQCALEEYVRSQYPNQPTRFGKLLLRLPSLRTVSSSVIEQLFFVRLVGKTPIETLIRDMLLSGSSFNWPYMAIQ
TROY signal inh: inhibitors of TROY-dependent NF-kB signaling; Q293 LMP1-TROYcd NF-kB luciferase reporter, 4 h; inhibition, % at 10 µM; 0.98% of 360,000 active; AID 1347056;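 active means compounds whose plate-normalised and pattern-corrected inhibition of the luciferase reporter signal at the single screening dose is 50% or more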
SRC1 inh: inhibitors of human steroid receptor coactivator 1 (SRC1); inhibition, % at 3.6 µM; HEK293 GAL4-SRC1 luciferase reporter, luminescence; 0.12% of 360,000 active; Q15788;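 active means inhibition above the campaign mean plus 3 SD, with each screening campaign given its own cutoff, cut at about 60% in these data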;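 further: 0% = DMSO treated cells and 100% = gossypol at 36 µM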
Active calls of the source: *; / = no result given. The list is partial (hit frequency here may not be typical).

SMILES	NCOA2 inhibitor	Granule exo inh	NR5A2 inv ag	TWEAK Fn14 block	NOD2-RIPK2 inh	ABHD5-PLIN5 inh	TLR9-MyD88 inh	SRC3 inh	COUP-TFII inh	TROY signal inh	SRC1 inh
O=C(CCCNC(=O)c1ccc(Cl)cc1)Nc1nccs1	-10	-4	-9	-14	-15	-4	-16	5	6	16	13
CCOc1cc(/C=N/Nc2ccc(S(=O)(=O)Nc3ccccc3C(=O)O)cc2[N+](=O)[O-])cc(Cl)c1O	-13	6	13	-21	-14	-1	-4	-8	2	43	-13
CCOc1ccc(NC(=O)NN2C(C)CCCC2C)cc1 (stereo unspecified)	5	10	5	3	-4	0	-4	2	5	7	7
CCN(CC)c1ccc(NC(=O)c2cccc(C)c2)cc1S(=O)(=O)Nc1ccccc1OC	11	8	3	16	-3	-3	4	11	12	15	5
CC1CN(C(=O)c2cc3c(=O)n4ccccc4nc3n2C)CC(C)O1 (stereo unspecified)	-11	-22	-1	-3	5	7	4	12	-6	-13	8
C=CCN(C(=O)CSC1=NC(=O)CN1C(C)=O)c1nc(C)c(-c2ccccc2)s1	-54	2	-36	-12	5	-10	0	-18	-6	-37	-21
COc1ccc(OC)c(/C=N/NC(=O)c2cc[n+](Cc3ccccc3)cc2)c1	6	3	-16	15	2	-6	7	19	18	9	2
O=C(Cn1ccc([N+](=O)[O-])n1)Nc1nccs1	-7	-2	2	5	2	-6	-9	9	-9	-2	-6
O=C(CCS(=O)(=O)c1ccc(F)cc1)Nc1nc(-c2ccncc2)cs1	13	-3	10	15	-3	-5	3	13	-12	4	21
Cc1ccc(OCCOc2ccc(Br)cc2/C=N\NC(N)=O)cc1	-1	-2	4	-10	-5	0	-2	-5	0	-32	-12
COc1ccc(CC(=O)Nc2ccc(S(=O)(=O)Nc3nc(C)cc(C)n3)cc2)cc1	-36	6	-7	-4	-6	-4	-20	14	4	-3	7
Cc1ccc2nc(/C(C#N)=C\c3ccc(N4CCOCC4)o3)[nH]c2c1	-37	1	-113	1	8	24*	8	-51	13	-9	-47
O=C(Cn1[nH]c(=O)c2ccccc2c1=O)NCC1COc2ccccc2O1 (stereo unspecified)	-10	1	-1	-4	-5	2	-20	-18	1	-7	-17
Cc1cccc(Sc2ccc([N+](=O)[O-])cc2[N+](=O)[O-])n1	-1	0	-6	19	6	-3	1	2	-8	-5	9
COc1ccc(CN2CCN(C(=O)CCC(=O)Nc3nnc(C4CCCCC4)s3)CC2)cc1F	12	8	11	13	2	-2	-15	12	14	17	5
CCOC(=O)/C(=C/C=C1\Sc2ccccc2N1CC)C(C)=O	/	0	30	10	2	-1	0	-1	/	-15	10
C=CCn1c(=NC(=O)c2ccc(S(=O)(=O)N3CCc4ccccc4C3)cc2)sc2cc(S(N)(=O)=O)ccc21	8	-2	26	1	8	-8	-3	20	14	10	7
C=CCCN(C(C(=O)OC)C(C)C)S(=O)(=O)c1ccccc1Br (stereo unspecified)	7	-1	-16	-9	-2	-20	-10	-14	10	-9	-9
CCc1ccccc1NC(=O)CN(C)C(=O)c1cc(C2CC2)nc2c1cnn2C(C)C	4	-7	-35	-6	-9	-10	-7	-16	-42	-11	-6
Cc1ccc(SCCNC(=O)c2ccccc2)cc1	-16	4	-8	13	1	0	-1	10	-9	-37	-20
CCOC(=O)CC(=O)CSc1nc(N)c(C#N)c(-c2ccc(Cl)cc2)c1C#N	-1	1	8	28	0	0	0	21	-4	-1	-2
O=C(C(=O)N1CCN(c2ccccc2)CC1)c1cn(CC(=O)N2CCCCCC2)c2ccccc12	-45	0	-3	-2	-2	2	0	8	17	10	-14
COc1ccc(CN(C)CC(=O)Nc2cc(OC)c([N+](=O)[O-])cc2C)c(OC)c1	22	-2	-5	22	-12	1	0	16	4	19	-27
CC(C)CNC(=O)c1noc2c1CCCC2	-11	4	-12	5	-5	6	6	-12	-1	-21	-16
CCCCNC(=O)CCn1c(=O)c2cccn2c2ccc(F)cc21	-6	10	-2	0	4	-4	-8	15	-2	10	-16

In a second layout: results already given
> O=C(Cn1[nH]c(=O)c2ccccc2c1=O)NCC1COc2ccccc2O1 (stereo unspecified)
  NCOA2 inhibitor = -10; Granule exo inh = 1; NR5A2 inv ag = -1; TWEAK Fn14 block = -4; NOD2-RIPK2 inh = -5; ABHD5-PLIN5 inh = 2; TLR9-MyD88 inh = -20; SRC3 inh = -18; COUP-TFII inh = 1; TROY signal inh = -7; SRC1 inh = -17

> Cc1cccc(Sc2ccc([N+](=O)[O-])cc2[N+](=O)[O-])n1
  NCOA2 inhibitor = -1; Granule exo inh = 0; NR5A2 inv ag = -6; TWEAK Fn14 block = 19; NOD2-RIPK2 inh = 6; ABHD5-PLIN5 inh = -3; TLR9-MyD88 inh = 1; SRC3 inh = 2; COUP-TFII inh = -8; TROY signal inh = -5; SRC1 inh = 9

> COc1ccc(CN2CCN(C(=O)CCC(=O)Nc3nnc(C4CCCCC4)s3)CC2)cc1F
  NCOA2 inhibitor = 12; Granule exo inh = 8; NR5A2 inv ag = 11; TWEAK Fn14 block = 13; NOD2-RIPK2 inh = 2; ABHD5-PLIN5 inh = -2; TLR9-MyD88 inh = -15; SRC3 inh = 12; COUP-TFII inh = 14; TROY signal inh = 17; SRC1 inh = 5

> CCOC(=O)/C(=C/C=C1\Sc2ccccc2N1CC)C(C)=O
  NCOA2 inhibitor = /; Granule exo inh = 0; NR5A2 inv ag = 30; TWEAK Fn14 block = 10; NOD2-RIPK2 inh = 2; ABHD5-PLIN5 inh = -1; TLR9-MyD88 inh = 0; SRC3 inh = -1; COUP-TFII inh = /; TROY signal inh = -15; SRC1 inh = 10

Returning to the listing, repeating the 2 entries before the break.
SMILES	NCOA2 inhibitor	Granule exo inh	NR5A2 inv ag	TWEAK Fn14 block	NOD2-RIPK2 inh	ABHD5-PLIN5 inh	TLR9-MyD88 inh	SRC3 inh	COUP-TFII inh	TROY signal inh	SRC1 inh
CC(C)CNC(=O)c1noc2c1CCCC2	-11	4	-12	5	-5	6	6	-12	-1	-21	-16
CCCCNC(=O)CCn1c(=O)c2cccn2c2ccc(F)cc21	-6	10	-2	0	4	-4	-8	15	-2	10	-16
CN(CCc1ccccn1)Cc1ccc(Cl)c(Cl)c1	5	9	-12	3	0	-4	-12	-11	-5	5	1
c1ccc(-c2cc3c(ccc4nonc43)nn2)cc1	-4	-2	4	-20	-2	0	-18	-28	13	-13	-10
CC(=O)c1ccc(NC(=O)[C@@H]2CCCN2C(=O)OC(C)(C)C)cc1	-60	-2	-10	-18	-7	-21	-26	-34	-20	-27	-23
O=C(CN1CCCC1)NC(c1ccccc1)c1ccccc1	-10	-2	1	0	-13	1	0	-13	5	11	-7
COc1ccc2oc(=O)c(C(=O)NC3CCCCCC3)cc2c1	-20	-13	4	-33	-9	-2	-14	-4	-6	-51	-11
CCn1c(CCC(=O)Nc2nc3c(s2)CCCC3)nc2cc(S(=O)(=O)N(C)C)ccc21	17	-1	15	7	10	1	-3	-12	2	-6	-3
C/C(=N\Nc1ccccc1)c1cccs1	-14	-2	8	7	0	6	6	11	15	3	-29
COc1ccc(C2=NS(=O)(=O)N(C)C(C(=O)NCc3ccccc3)=C2)cc1OC	-2	0	29	-7	10	-8	-3	-1	3	1	8
COCCCNC(=O)c1ccccc1N(Cc1ccccc1)S(=O)(=O)c1ccc(OC)cc1	-26	53	1	15	8	-2	-1	-3	-18	1	-5
COc1ccc(OC)c(N(CC(=O)N2CCCC2)S(=O)(=O)c2ccccc2)c1	3	0	9	24	-6	13	-4	-12	1	-5	8
Cc1nc(C(F)(F)F)ccc1C(=O)N1CCC1(C)C(=O)NS(C)(=O)=O (stereo unspecified)	-13	-8	9	2	1	-5	/	-1	-29	-15	-5
CC(C)Sc1nc2sccc2c(=O)n1-c1ccccc1	9	-3	15	-8	7	0	4	2	10	-12	-1
CCn1ccc(C(=O)Oc2ccc(C(C)C)cc2)n1	-2	-5	3	-6	-12	4	-2	19	-5	-20	8
Cc1c(NC(=S)NC(=O)c2ccc(Br)o2)c(=O)n(-c2ccccc2)n1C	7	0	2	22	-26	8	-3	18	2	-16	-16
COc1ccccc1NC(=O)Cn1nnc(-c2ccccc2NC(=O)c2ccco2)n1	-36	-3	8	14	3	6	-15	4	6	16	12
NC(=O)Cc1nc(-c2ccc(Br)cc2)cs1	-18	-1	-52	-12	-7	-2	-2	-6	-17	-41	-34
CN1CCN(CC(=O)Nc2c(C(=O)c3ccccc3)oc3ccccc23)CC1	-51	30	9	1	4	-3	-2	10	1	5	-6
CN(C)C1(CNCC(O)c2ccccc2)CCCCC1 (stereo unspecified)	-11	-1	-2	-8	-6	-1	-8	-5	26	-17	23
O=c1c2ccccc2[nH]c2ccc(O)cc12	-10	7	7	-12	-1	-2	-12	-16	-13	-10	4
S=c1[nH]nc(-c2ccco2)n1/N=C/c1ccc(Cl)cc1Cl	6	-1	-7	-27	-4	-4	7	3	3	10	-2
CCCNC(=S)N1CCC(NC(=O)c2ccc(OC)cc2)CC1	-17	-4	2	16	2	-1	-3	22	14	15	17
COCCCN(C(=S)NC(=O)c1ccc(C(C)(C)C)cc1)c1c(N)n(Cc2ccccc2)c(=O)[nH]c1=O	2	-1	-13	25	4	3	6	26	4	21	-2
CCOC(=O)c1c(NC(=O)OC)sc(C(=O)N(CC)CC)c1C	-25	1	2	-5	0	-2	-6	4	-6	14	-15
NS(=O)(=O)c1ccc(CCNC(=O)CC(NC(=O)c2ccccc2Cl)c2ccccc2)cc1 (stereo unspecified)	-2	-3	-11	2	-6	-1	1	-10	3	6	-2
COc1ccc(/C=C2\SC(=O)N(CC(=O)Nc3cccnc3)C2=O)cc1OC	-22	1	15	-4	0	-2	-10	3	-1	20	7
Nc1c(C(=O)Nc2ccc3c(c2)OCCO3)nnn1Cc1cccc(Cl)c1	-50	4	-82	11	-4	1	-2	-10	-32	-33	-25
CCC(=O)NC(c1ccc(OC)cc1)c1cc(Cl)c2cccnc2c1O (stereo unspecified)	-36	-3	1	9	-4	-1	4	23	4	-13	-23
COc1cc(CNCC(C)C)c(Br)cc1OCC(=O)NCc1ccccc1	-10	-2	13	7	-11	3	3	-3	11	-4	-26
O=C(CCn1c(=O)c2sccc2n(Cc2cc(=O)n3ccccc3n2)c1=O)NCc1ccco1	-10	1	2	10	-5	-3	1	12	9	4	3
COc1ccc(Nc2nc(NC(C)(C)C)nc(N3CCCC3)n2)c(OC)c1	8	0	-9	-35	0	-17	-2	6	5	11	5
